GSTO1 counter = inhibitors of recombinant GSTO1, primary screen, counter-screen for RBBP9 inhibitor project, biochemical, fluorescence polarization. activity-based probe fluorescence polarization. inhibition, % at 5.96 µM. actives 1.1% (n = 300,000). AID 1974, 2009;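 active = inhibition above the campaign mean inhibition plus 3 SD, cut at about 35% in these data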;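 note: 0% = GSTO1-1 with DMSO and 100% = wells lacking GSTO1-1 enzyme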
LYPLA1 inh = LYPLA1 inhibitors, primary screen, counter-screen for PME1 inhibitor project, biochemical, fluorescence polarization, FP-Rh probe ABPP; Acyl-protein thioesterase 1 (Homo sapiens), O75608; actives 0.16% (n = 320,000); inhibition, % at 5.9 µM; recombinant LYPLA1; AID 2174, 2009;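 active = inhibition above the mean of all tested compounds plus 3 SD, set per campaign, cut at about 14% in these data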;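 note: inhibitors block serine hydrolase probe labeling of LYPLA1 so polarization falls; 0% = enzyme with DMSO and 100% = wells lacking LYPLA1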
PAD4 inh = human PAD4 inhibitors, primary screen, biochemical, fluorescence polarization, 1536-well format. Protein-arginine deiminase type-4 (Homo sapiens), Q9UM07. recombinant PAD4, RCA probe fluorescence polarization. inhibition, % at 6.36 µM. actives 0.41% (n = 330,000). AID 485272, 2010;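 active = percent inhibition above a cutoff equal to the mean of all tested compounds plus 3 SD, cut at about 15% in these data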;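 note: 0% = PAD4 with RCA probe and DMSO and 100% = probe without PAD4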
Target sequence (Q9UM07 whole entry, looked up): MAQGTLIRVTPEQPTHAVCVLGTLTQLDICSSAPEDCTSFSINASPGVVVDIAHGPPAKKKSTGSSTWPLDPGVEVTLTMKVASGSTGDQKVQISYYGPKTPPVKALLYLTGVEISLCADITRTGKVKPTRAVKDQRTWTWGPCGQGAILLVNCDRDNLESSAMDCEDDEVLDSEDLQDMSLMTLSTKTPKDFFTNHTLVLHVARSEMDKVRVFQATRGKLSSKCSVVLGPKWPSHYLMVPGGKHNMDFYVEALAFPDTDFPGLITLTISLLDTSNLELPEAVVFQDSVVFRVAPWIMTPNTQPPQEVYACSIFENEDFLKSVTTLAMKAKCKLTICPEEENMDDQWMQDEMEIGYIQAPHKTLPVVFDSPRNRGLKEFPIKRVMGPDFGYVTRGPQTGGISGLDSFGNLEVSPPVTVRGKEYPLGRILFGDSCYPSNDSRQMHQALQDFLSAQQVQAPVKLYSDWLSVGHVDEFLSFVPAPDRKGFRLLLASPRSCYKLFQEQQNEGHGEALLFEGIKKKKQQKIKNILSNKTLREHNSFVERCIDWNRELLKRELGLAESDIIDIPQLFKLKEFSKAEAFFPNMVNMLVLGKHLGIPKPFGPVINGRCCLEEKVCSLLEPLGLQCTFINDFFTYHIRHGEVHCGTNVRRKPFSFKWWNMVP
pPAFAH inh = pPAFAH enzyme inhibitors, primary screen, biochemical, fluorescence polarization, human. Platelet-activating factor acetylhydrolase (Homo sapiens), Q13093. recombinant pPAFAH, FP-rhodamine probe fluorescence polarization. inhibition, % at 3.39 µM. actives 1.5% (n = 330,000). AID 463082, 2010;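 active = inhibition above the mean inhibition across the screen plus 3 SD, cut at about 25% in these data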;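 note: inhibitors block binding of the rhodamine activity-based probe so polarization drops; 0% = enzyme with DMSO and 100% = wells lacking pPAFAH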
PME-1 inh = PME-1 inhibitors via competitive probe labeling, primary screen, biochemical, fluorescence polarization, FP-Rh probe, HTS; Protein phosphatase methylesterase 1 (Homo sapiens), Q9Y570; recombinant PME-1; inhibition, % at 5.9 µM; actives 0.53% (n = 320,000); AID 2130, 2009;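 active = inhibition above the campaign mean of all compounds plus 3 SD, cut at about 26% in these data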;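 note: competitive labeling of PME-1 active site by serine hydrolase directed probe; 0% = PME-1 with DMSO and 100% = wells lacking PME-1 enzyme; inhibitors block probe labeling so polarization falls and inhibition rises; many of its hits are not listed in these tables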
PAFAH1B3 inh = PAFAH1B3 enzyme inhibitors, primary screen, biochemical, fluorescence polarization, human; inhibition, % at 3.39 µM; actives 0.28% (n = 340,000); AID 492972, 2010; Platelet-activating factor acetylhydrolase IB subunit alpha1 (Homo sapiens), Q15102; recombinant PAFAH1B3, FP-rhodamine probe;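 active = inhibition above the screen-wide average of all tested compounds plus 3 SD, cut at about 25% in these data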;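 note: 0% = enzyme with DMSO only and 100% = wells lacking PAFAH1B3 protein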
Target sequence (Q15102 whole entry, looked up): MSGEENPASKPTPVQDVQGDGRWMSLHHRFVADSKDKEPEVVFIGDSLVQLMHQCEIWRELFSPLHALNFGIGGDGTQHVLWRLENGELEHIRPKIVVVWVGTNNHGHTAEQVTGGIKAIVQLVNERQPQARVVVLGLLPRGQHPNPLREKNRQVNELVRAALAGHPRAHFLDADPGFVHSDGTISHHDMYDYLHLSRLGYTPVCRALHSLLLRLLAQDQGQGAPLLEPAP
PAFAH1B2 inh = PAFAH1B2 enzyme inhibitors, primary screen, biochemical, fluorescence polarization, human. Platelet-activating factor acetylhydrolase IB subunit alpha2 (Homo sapiens), P68402. recombinant PAFAH1B2, FP-rhodamine activity probe. inhibition, % at 3.39 µM. actives 1.2% (n = 340,000);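 active = inhibition above the mean of all tested compounds plus 3 SD, cut at about 24% in these data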;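 note: 0% = enzyme with DMSO and 100% = wells lacking PAFAH1B2; many of its hits are not listed in these tables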
LYPLA2 counter = LYPLA2 inhibitors, primary screen, counter-screen for PME1 inhibitor project, biochemical, fluorescence polarization, FP-Rh probe ABPP; inhibition, % at 5.9 µM; Acyl-protein thioesterase 2 (Homo sapiens), O95372; recombinant LYPLA2; AID 2177, 2009; actives 0.38% (n = 320,000);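 active = inhibition above the screen-wide mean plus 3 SD, limit set per campaign, cut at about 26% in these data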;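 note: 0% = LYPLA2 with DMSO and 100% = wells lacking LYPLA2 enzyme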
PREPL inhibitor = PREPL enzyme inhibitors, primary screen, biochemical, fluorescence polarization; recombinant PREPL, fluorescence polarization activity-based probe; inhibition, % at 5.96 µM; actives 0.68% (n = 320,000); AID 2751, 2010; in the data active = inhibition above about 43%;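 note: 0% = enzyme with DMSO and 100% = wells lacking enzyme; many of its hits are not listed in these tables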
* marks the source's active call; other numbers are inactive results; . = not tested or not shown; & = joins results of further samples.

canonical_smiles	GSTO1 counter	LYPLA1 inh	PAD4 inh	pPAFAH inh	PME-1 inh	PAFAH1B3 inh	PAFAH1B2 inh	LYPLA2 counter	PREPL inhibitor
CCc1nc(SCC(=O)c2ccccc2)c2c(=O)n(C)c(=O)n(C)c2n1	7	-2	-7	2	1	6	3	3	-8
CC(=O)Oc1cccc(C(=O)Nc2ccc(NC(=O)c3cccs3)cc2)c1	-3	-1	0	-9	3	-4	-3	-10	11
O=C(Cn1cnc(Cl)c1Cl)c1ccccc1	-1	1	0	-1	0	1	-2	6	-1
CC(=O)c1c(C)[nH]c(C(=O)CSc2nc3ccc(C)cc3[nH]2)c1C	-2	-13	1	0	5	1	-2	-12	1
Cc1onc(-c2c(F)cccc2Cl)c1C(=O)NNC(=O)C1CCN(Cc2cccc(F)c2)CC1	7	3	3	3	-6	1	11	-2	12
CC(=O)C[C@@H](O)CC(=O)[C@@H]1OC(=O)[C@@H](C)C/C=C\Cc2ccccc21	.	.	-6	0	.	7	9	.	5
COCCn1c(N2CCN(c3ccccc3)CC2)nc2c1c(=O)n(C)c(=O)n2C	0	1	-5	4	4	12	2	1	22
Cc1ccc(C(=O)N2CCN(c3cccc(Cl)c3)CC2)cc1C	3	-5	1	-1	-1	0	6	5	19
CCSC1=N/C(=C\c2ccc(C)s2)C(=O)S1	3	-10	-3	-2	-14	-2	-2	-10	3
COc1cccc(CC(NC(C)=O)C(=O)NC2CCN(c3nnnn3-c3ccccc3)CC2)c1 (centres undefined)	-5	-1	3	5	2	4	9	-4	2
CCOc1ccc(NC(=O)COc2ccc(C(=O)NCCc3ccccc3)cc2)cc1	2	0	-2	0	-5	-1	-2	0	-4
CCOC(=O)Cc1c(C)nc(Cc2ccc(OC(C)C)cc2)[nH]c1=O	12	2	0	3	-4	-3	1	-1	7
CSc1nc2ccc(S(=O)(=O)NC3CCCCC3)cc2s1	-10	2	-3	7	6	-3	7	-1	8
COc1ccc(C(NC(=O)c2ccc(F)cc2)c2ccccc2)cc1 (centres undefined)	1	1	0	7	1	1	-2	2	2
COc1ccc(O)c(C(=O)c2cnn(C(=O)c3cccc(S(=O)(=O)N4CCOCC4)c3)c2)c1	6	3	4	2	2	10	-3	5	15
C#CCOCCOCCOCCNc1nc(N2CCN(C(=O)[C@H](CCC(=O)O)n3cc(C(N)Cc4ccc(O)cc4)nn3)CC2)nc(N2CCN(C(=O)[C@H](CCC(=O)O)n3cc(C(N)[C@H](C)CC)nn3)CC2)n1 (some centres undefined)	1	1	-5	-3	0	2	3	3	-2
CC1(C)C(c2ccccc2)=[N+]([O-])CN1O	2	-4	0	2	2	-1	3	-3	3
CCC1CCCCN1CCNS(=O)(=O)c1ccc2c(c1)oc(=O)n2C (centres undefined)	-2	1	0	2	-2	2	0	4	-13
CS(=O)(=O)NCCNc1cc(Cl)ccc1[N+](=O)[O-]	-8	-2	1	4	0	3	-4	-2	-3
Cc1ccc(C(=O)N2CCN(c3ccc([N+](=O)[O-])c(N4CCOCC4)c3)CC2)cc1	-5	-14	-4	8	4	-1	4	6	28
Cn1c(C(=O)Nc2ccc(Cl)cc2)cc2cc(Cl)ccc21	3	-3	-2	1	-5	10	1	-7	-2
Cc1ccc(NCc2n[nH]c(=S)n2-c2cccc(Cl)c2)cc1	16	0	-5	3	1	6	3	5	-3
Cc1cc(S(=O)(=O)N(Cc2ccc(F)cc2)CC2CCCO2)ccc1-n1cnnn1 (centres undefined)	-4	-2	2	4	4	4	8	0	5
CCc1cc2cc3c(cc2nc1SCC(=O)N1CCN(C(=O)c2ccco2)CC1)OCO3	-6	0	4	21	-1	8	-5	-2	-12
Cc1cc(C)n(-c2nc(NCCN(C)C)c3c4c(sc3n2)COC(C)(C)C4)n1	15	3	1	3	-6	.	.	3	4
CCN1CCN(S(=O)(=O)c2ccc3ccccc3c2)CC1	2	2	-6	3	-2	5	6	0	-8
OCCC1CN(Cc2ccc3ncccc3c2)CCN1Cc1ccccc1 (centres undefined)	-1	1	-6	0	0	-1	1	6	5
COc1ccc(CC(=O)N2CCN(c3ccccc3)CC2)cc1	4	0	-3	1	0	3	2	-1	1
CCCCCCn1c(N2CCN(c3ccccc3)CC2)nc2c1c(=O)n(C)c(=O)n2C	0	-1	-4	8	17	0	4	6	31
O=C(CN1CCN(c2ccccc2F)CC1)NCc1ccccc1	0	-2	1	-2	0	6	1	2	-4
COc1cc2c(cc1NC(=O)c1cccc([N+](=O)[O-])c1C)oc1ccccc12	-7	-5	-8	-6	-7	-4	-1	9	11
CCOc1ccc(Cn2nnc(C(=O)Nc3ccc(OC)cc3OC)c2N)cc1	0	-1	-1	-1	-1	2	-5	-1	9
CN1CCC(NC(=O)NC2CCCCC2)CC1	5	4	1	4	1	-2	2	0	2
Cc1ccc(C(=O)N2CC(C)OC(C)C2)cc1[N+](=O)[O-] (centres undefined)	7	-1	5	-9	-3	4	0	4	17
Cc1ccc(-c2cn(CCC(=O)O)c(-c3ccc(Cl)nc3)n2)cc1	6	-1	7	1	0	13	3	5	-7
O=C(N/N=C/c1ccc(OCc2ccccc2)cc1)c1ccncc1	0	-1	-4	-9	-5	5	6	1	14
O=C(NNC(=O)c1ccccc1[N+](=O)[O-])Nc1ccccc1C(F)(F)F	1	0	-1	-3	-7	2	3	-4	20
CCCCSc1nc2c(=O)[nH][nH]c(=O)c2n1Cc1ccccc1	-2	3	-3	-6	-3	2	21	4	16
CCn1nc(C)c(NC(=O)Nc2cccc(Cl)c2Cl)c1C	4	0	0	-4	-4	-1	0	-3	8
Cc1cccc(-c2nc(CS(=O)CC(=O)NCCc3ccc(Cl)cc3)c(C)o2)c1 (centres undefined)	1	-5	-2	2	2	8	21	5	-22
COc1cc(C)c(S(=O)(=O)NCc2cccs2)cc1C	1	-1	-2	3	11	3	5	-1	-2
CC(C)CNC(=S)Nc1ccc(S(N)(=O)=O)cc1	0	-4	-3	5	-5	-4	4	0	5
Cc1cccc(-n2c(SCC(=O)Nc3nonc3C)nnc2-c2ccoc2C)c1	3	1	7	-10	-2	5	1	-2	-10
CCN(CC(=O)Nc1ccccc1OC)C(=O)CSCc1c(C)noc1C	-3	-1	2	2	-6	-10	0	0	-10
O=C(Nc1ccc(C(O)(C(F)(F)F)C(F)(F)F)cc1)c1ccc(Cl)c([N+](=O)[O-])c1	-9	-29	4	1	-31	-7	0	-38	0
Cc1ccc(-c2ccc(/C=N/NC(=O)CN3CCCC3)o2)cc1Cl	-1	2	-3	2	1	5	-1	-1	4
CCOC(=O)NC(=O)C(=CNc1ccc(C)cc1)C(=O)NC(=O)OCC	5	-1	4	6	-2	8	4	4	20
COc1ccc(/C=N/n2c(=S)n(C)c3ccccc32)cc1OC	-5	-1	1	-1	-9	3	1	0	3
Cc1ccc(NC(=S)N/N=C2/CCCc3c(C)cc(C)cc32)cc1	-5	-1	-3	-2	-7	1	3	-1	-17
O=C(c1cc2nc(-c3cccs3)cc(C(F)(F)Cl)n2n1)N1CCCc2ccccc21	8	0	3	6	0	0	-4	-1	15

Going on with the list.
canonical_smiles	GSTO1 counter	LYPLA1 inh	PAD4 inh	pPAFAH inh	PME-1 inh	PAFAH1B3 inh	PAFAH1B2 inh	LYPLA2 counter	PREPL inhibitor
COc1ccc(N(CC(=O)Nc2ccc(F)cc2)S(=O)(=O)c2ccccc2[N+](=O)[O-])c(OC)c1	-9	-6	1	6	1	1	4	-3	7
COc1cccc(CN2C(=O)CCC2(C)C(=O)NC2CCCCCC2)c1 (centres undefined)	4	0	-4	2	1	7	9	-4	-5
COC(=O)c1c(N)sc2c1CC(C)(C)OC2	1	-3	-4	4	-1	8	-1	-1	3
COc1ccc([C@H]2/C=C\CN(S(=O)(=O)c3ccc4ccccc4c3)[C@@H](C)C(=O)N2Cc2ccc(F)cc2)cc1	0	2	-1	7	-3	-5	-1	-5	-16
O=C(C(Sc1ccccc1)c1ccc(Br)cc1)N1CCOCC1 (centres undefined)	8	2	2	4	4	8	12	5	-5
CC(C)C(=O)NC(c1ccc([N+](=O)[O-])cc1)c1c(O)ccc2ccccc12 (centres undefined)	12	-4	-5	1	5	-2	3	-9	10
C(#Cc1ccccc1)CN1CCN(c2ccccn2)CC1	0	2	-1	1	-3	13&5	7&3	-2	-6
COCCn1nnnc1C1(N(Cc2cc3cc(C)ccc3[nH]c2=O)CC2CCCO2)CCN(C)CC1 (centres undefined)	-1	1	-3	9	0	5	5	0	18
COc1ccccc1N(CC(=O)Nc1ccccc1C(=O)NC(C)C)S(C)(=O)=O	0	5	1	5	1	6	7	2	-4
CC(C)CC(NC(=O)C(CC(C)C)NC(=O)OC(C)(C)C)C(N)=O (centres undefined)	2	0	5	6	1	3	3	5	2
CCOC(=O)Nc1ccc2c(c1)nc(CN1CCCCC1)n2C	4	5	-3	2	-2	15	0	0	19
CCCN(Cc1ccc(N(CC)CC)cc1)CC1CC1	-2	-1	-6	7	1	8	2	-1	5
CC1c2cccn2CCN1S(=O)(=O)c1ccc(F)cc1 (centres undefined)	.	-1	4	0	0	6	2	-3	5
CCCc1nc2oc3cc(OC)ccc3c(=O)c2c(=O)n1CCc1ccccc1	-3	2	0	-1	5	4	1	-2	18
CC(C)NC(=O)COC(=O)c1cc(=O)[nH]c2ccccc12	-1	1	-1	0	4	6	3	1	4
Cc1ccc(N=Cc2cc(C)n(C3CCCC3)c2C)cc1	-1	4	4	1	2	12	5	-3	11
CC(C)CCNC(=O)C1(c2cccs2)CCOCC1	9	3	1	3	-3	2	3	4	6
C[C@H](CO)N1C[C@H](C)[C@@H](CN(C)C(=O)Nc2ccc(C(F)(F)F)cc2)Oc2ccc(NC(=O)Nc3ccc4c(c3)OCO4)cc2C1=O	.	.	-1	14	.	18	12	.	42
Cc1ccc(NC(=S)NNc2ccc(C(=O)O)cc2[N+](=O)[O-])cc1C	36*	1	1	35*	13	9	6	12	9
Cc1ccccc1OCCC(=O)OCC(=O)Nc1c(F)cccc1F	2	2	0	14	3	-2	5	-1	-7
CC(C)c1cccc(C(C)C)c1NC(=O)CN(C)C1CCS(=O)(=O)C1 (centres undefined)	.	2	3	-1	0	-4	5	0	0
OCCCc1nc2ccccc2[nH]1	9	0	1	2	1	1	3	0	11

A portion of the library (hit frequency here may not be typical).
